Screening results from PubChem BioAssay.
AddAB inh = less growth of phage-infected E. coli with AddAB. E. coli expressing H. pylori AddAB, absorbance growth. inhibition, % at 11.9 µM. 330,000 tested, 0.29% active. AID 435030; in the data active = inhibition above about 12%;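 also: 0% = vehicle wells of infected cells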
Rtt109 Vps75 = blocks Candida albicans Rtt109/Vps75 acetyltransferase activity. purified Rtt109/Vps75, ThioGlo CoA-SH fluorescence, 4 h. AID 540336. 330,000 tested, 0.16% active. inhibition, % at 34.9 µM;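 active = inhibition of at least 50% in every replicate; inconclusive = best replicate reaches 50% inhibition but some replicates fall short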
Target sequence (Q5AAJ8 whole entry, looked up): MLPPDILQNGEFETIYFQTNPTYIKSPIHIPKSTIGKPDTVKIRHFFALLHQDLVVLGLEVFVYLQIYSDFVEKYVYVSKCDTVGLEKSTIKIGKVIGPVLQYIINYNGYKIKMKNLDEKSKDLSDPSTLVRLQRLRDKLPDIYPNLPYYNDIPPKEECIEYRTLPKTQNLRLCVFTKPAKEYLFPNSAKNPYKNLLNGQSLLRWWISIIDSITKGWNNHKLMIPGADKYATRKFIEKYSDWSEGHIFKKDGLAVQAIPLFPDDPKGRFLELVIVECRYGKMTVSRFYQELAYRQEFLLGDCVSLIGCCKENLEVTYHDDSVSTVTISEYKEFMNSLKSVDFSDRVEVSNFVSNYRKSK
Tat export inh = E. coli Tat transport inhibition | inhibition, % at 10 µM | 340,000 tested, 0.036% active | E. coli MC4100 TorA-mCherry Tat export, fluorescence | AID 488895;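 active = mean replicate inhibition at least 50% and at least half of replicates individually reaching 50%; inconclusive = only one of the two criteria met; inactive = neither criterion met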;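 also: exported cargo escapes ClpAP degradation while cytoplasmic cargo is degraded and loses fluorescence; 0% = median of neutral control wells and 100% = median of NaSCN control wells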
CAL PDZ FP = human CAL PDZ-peptide interaction inhibition; 330,000 tested, 0.02% active; Q9HD26; inhibition, % at 20 µM; purified CAL PDZ, TMR-peptide fluorescence polarization, 1 h;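 active = highest replicate inhibition of at least 40%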;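 also: plate controls were DMSO neutral control wells for no effect and unlabeled competitor peptide control wells for full effect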
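Test system: tagged CAL PDZ domain / Buffer or medium: sodium phosphate/NaCl buffer pH 7.4 with TCEP, IgG, Thesit / Reagent: TMR-labelled reporter peptide T*-PRC34 bound in PDZ groove / Compound dosing: single point, 20 µM / Schedule: 1 h incubation at room temperature before polarization reading / Technique: fluorescence polarization (mP) / Benchmarks: unlabelled peptide, DMSO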
phage Ecoli inh = E. coli growth loss with phage present; inhibition, % at 11.9 µM; growth absorbance; 360,000 tested, 0.26% active; in the data active = inhibition above about 11%
Wnt bcat act = activators of Wnt/beta-catenin signaling | activation, % at 9.35 µM | AID 743398 | 300,000 tested, 1.2% active | Wnt/beta-catenin reporter cell assay, activator, plate reader; in the data active = activation above about 30%, passing the limit was not always enough; inconclusive = no clear call, values can overlap the other calls;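 also: 0% = neutral control wells and 100% = positive control wells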
DAGLB inhibitor = blocks human DAGLB lipase activity; Q8NCG7; HEK293T DAGLB membrane lysate, EnzChek fluorogenic substrate; inhibition, % at 5.17 µM; 340,000 tested, 0.059% active; AID 504411; in the data active = inhibition above about 34%;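 also: 0% = enzyme with vehicle and 100% = wells lacking enzyme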
Target sequence (Q8NCG7 whole entry, looked up): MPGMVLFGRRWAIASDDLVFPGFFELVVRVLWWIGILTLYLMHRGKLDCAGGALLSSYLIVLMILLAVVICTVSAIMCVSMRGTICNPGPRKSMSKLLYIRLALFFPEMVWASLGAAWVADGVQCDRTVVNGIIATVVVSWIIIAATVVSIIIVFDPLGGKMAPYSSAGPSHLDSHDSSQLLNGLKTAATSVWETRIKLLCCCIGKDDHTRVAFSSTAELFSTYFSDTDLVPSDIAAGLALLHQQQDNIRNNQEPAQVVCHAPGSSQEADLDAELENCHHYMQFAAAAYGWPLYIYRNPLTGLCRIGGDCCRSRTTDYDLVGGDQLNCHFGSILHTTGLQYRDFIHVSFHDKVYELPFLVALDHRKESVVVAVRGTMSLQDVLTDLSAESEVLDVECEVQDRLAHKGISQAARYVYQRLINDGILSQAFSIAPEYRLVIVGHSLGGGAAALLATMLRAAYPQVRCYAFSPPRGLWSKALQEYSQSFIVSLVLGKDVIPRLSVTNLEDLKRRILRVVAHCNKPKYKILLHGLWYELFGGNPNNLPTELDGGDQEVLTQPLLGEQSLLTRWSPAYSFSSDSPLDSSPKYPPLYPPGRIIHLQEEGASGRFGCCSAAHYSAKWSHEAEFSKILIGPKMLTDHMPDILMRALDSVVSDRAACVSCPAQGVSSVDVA
Ecoli viability = bacterial growth inhibition, counter-screen for AddAB inhibitors | E. coli V3065 growth, OD600 absorbance, 18 h | inhibition, % at 11.9 µM | 330,000 tested, 0.27% active | AID 449728;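 active = inhibition above the campaign's mean inhibition across all tested compounds plus 3 SD, cut at about 9.9% in these data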;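 also: uninfected addAB+ strain grown without phage in ampicillin broth; 0% = DMSO wells and 100% = ciprofloxacin 0.95 µg/ml wells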
PfHsp90 yeast 2 = reduces growth (ATP signal) of yeast expressing P. falciparum Hsp90 | S. cerevisiae expressing PfHsp90, BacTiter-Glo ATP, 48 h; yeast lacking PDR1 and PDR3 efflux regulators | inhibition, % at 9.4 µM | 310,000 tested, 0.32% active | AID 504621;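 active = every replicate shows inhibition above about 80%, whatever the replicate mean, limit read from the data; inconclusive = mean inhibition reaches the set limit but some replicate falls short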;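 also: 0% = DMSO neutral controls and 100% = 20 µM radicicol positive controls; yeast relying on Plasmodium falciparum Hsp90 in place of its own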
PvdQ inh = P. aeruginosa PvdQ acylase inhibition; purified PvdQ acylase, fluorescence plate reader; inhibition, % at 10 µM; 340,000 tested, 0.063% active; AID 488965; in the data active = inhibition above about 30%, passing the limit was not always enough; inconclusive = no clear call, values can overlap the other calls;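 also: 0% = vehicle neutral wells and 100% = reference inhibitor wells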
Active calls of the source: *; ? = inconclusive; nt = no result given.

SMILES	AddAB inh	Rtt109 Vps75	Tat export inh	CAL PDZ FP	phage Ecoli inh	Wnt bcat act	DAGLB inhibitor	Ecoli viability	PfHsp90 yeast 2	PvdQ inh
COc1ccc(CNS(=O)(=O)c2csc(C(N)=O)c2)cc1OC	3.9	14	2	-1.0	-3.3	1	1	2.3	1	4
O=C(Nc1nnc(S(=O)(=O)N2CCOCC2)s1)c1ccccc1	-4.0	-8	-3	0.4	4.3	17	4	-1.6	28	-7
CCOc1cccc(C(=O)NC(=S)Nc2ccc3c(c2)OCCO3)c1	2.4	-8	3	0.1	2.2	-1	-13	-0.7	6	3
CC(C)C[C@H](NC(=O)C1CC(=O)N(c2ccc3c(c2)OCCO3)C1)C(=O)NC1CCCC1 (stereo partly drawn)	3.4	-11	5	-2.4	0.2	-1	-2	0.5	4	-15
CN1CCN(C(=O)CC23CC4CC(CC(C4)C2)C3)CC1	5.1	0	4	-0.1	-0.5	nt	2	1.9	-1	-4
COc1cc(SC)ccc1C(=O)N(Cc1ccccc1)c1ccccn1	-1.7	nt	nt	nt	-0.2	-1	nt	-0.2	nt	nt
COc1cccc(CNC(=O)c2nnn(CC(=O)Nc3c(C)cccc3C)c2N)c1	-0.3	3	-8	-1.2	3.2	-2	-1	-0.9	-5	10
CCC1=C([N+](=O)[O-])C(c2ccc3c(c2)OCO3)NC(=O)N1 (stereo not drawn)	5.3	11	-1	-1.7	3.7	-1	-1	-0.2	-8	0
Cc1ccccc1OCC(=O)N(Cc1ccco1)c1c(N)n(Cc2ccccc2)c(=O)[nH]c1=O	1.2	-4	1	-0.1	0.8	-3	6	2.5	13	-8
Cc1ccc(CN2CCC(C(=O)Nc3cccc(-c4cccc(F)c4)c3)CC2)o1	4.4	-10	1	-2.5	1.6	-1	-1	2.1	-11	-4
COc1ccc(C(=O)NCc2nc(C)c(C)s2)cc1OC1CCN(C(C)C)CC1	4.0	-2	-5	-0.9	1.7	-1	-1	-1.3	-5	-18
Cc1ccc(S(=O)(=O)CCC(=O)OCC(=O)Nc2cc(S(=O)(=O)N3CCOCC3)ccc2Cl)cc1	nt	-18	6	-0.5	1.9	-4	1	nt	29	-8
CCOC(=O)c1ccc(NC(=O)C2CCN(C(=O)c3ccc(OC)c(OC)c3)CC2)cc1	3.3	-5	-7	nt	-0.8	nt	6	-0.8	-9	17
CN(c1ccccc1)S(=O)(=O)c1cc(Cl)ccc1Cl	2.6	2	-11	-0.8	6.2	-1	-2	-2.3	15	-9
CCOC(=O)c1c(C)[nH]c(NC(=O)NNC(=O)c2ccccc2Cl)c1C	-0.1	2	2	-1.6	7.4	-2	1	0.0	9	-5
Cc1ccc(-c2c(C)n([O-])c3c([n+]2=O)CCC3)cc1	0.3	4	-3	1.1	2.0	-3	-2	0.3	-14	2
Cc1nc(C)c(-c2ccc(SCC(=O)Nc3cccc(Cl)c3)nn2)s1	-1.4	2	4	0.5	3.3	-4	0	0.6	-6	7
CCOC(=O)c1c(C)c(C(=O)Nc2cc(OC)ccc2OC)c(C)n1CC	0.6	-9	19	-1.0	-0.1	-13	-3	-2.0	-3	6
Cc1ccc(C(=O)N/C(=C\c2cccs2)C(=O)NCCc2c[nH]c3ccccc23)cc1C	1.1	2	-2	-0.5	2.5	nt	0	-1.7	nt	11
O=C(COC(=O)c1ccccc1F)Nc1cc(S(=O)(=O)N2CCOCC2)ccc1N1CCCC1	2.2	0	3	0.0	4.3	-2	2	1.7	2	-5
O=C(O)CSc1nnc(COc2ccccc2)n1-c1ccccc1	-0.1	-5	13	1.4	3.7	-3	2	-1.4	35	-6
NC(=O)CSc1nnc(-c2ccc(S(=O)(=O)N3CCCCC3)cc2)n1-c1ccccc1	-1.8	-8	-7	-2.4	2.3	-1	2	0.9	19	-1
O=C(CCCCn1c(=O)c2ccccc2n(CC(=O)Nc2ccccc2)c1=O)NCc1ccco1	1.9	-5	0	-2.5	-2.5	-2	0	-2.2	37	-11
CCN(CC)CCNc1ccc(C)c2sc3ccc(O)cc3c(=O)c12	nt	5	-5	5.1	1.3	-8	10	nt	-2	5
O=C(Nc1ccc(N2CCOCC2)cc1N1CCOCC1)c1ccccc1	-0.4	2	-4	12	2.3	-1	1	0.8	13	-10
COc1cc(C(=O)NCC2CCCN2S(=O)(=O)c2cccs2)cc(OC)c1OC (stereo not drawn)	2.2	1	13	-0.5	1.9	1	-2	0.8	6	2
CC1(C)Cc2c(cnn2-c2ccccc2)C(NC(=O)CCN2CCCCO2)C1 (stereo not drawn)	3.2	0	5	-2.0	4.4	1	-4	1.9	1	-10
O=S1OC(c2ccccc2)c2cc(Cl)ccc21 (stereo not drawn)	-2.6	-3	-15	0.6	2.5	5	-9	-1.6	nt	?
CCOc1cccc(CNn2cnnc2)c1OCc1ccccc1Cl	4.4	4	0	-0.5	0.8	nt	1	-3.2	5	-1
O=C(O)c1c[nH]c(=S)n1-c1ccc(F)cc1	2.4	-2	-8	-1.7	1.6	nt	2	-0.7	-25	-9
CC(C)CCN1C(Nc2ccccc2)=NC[C@@H]1CC(C)C	1.6	16	-1	0.3	3.9	-1	-2	-0.8	32	-5
Cn1cc(Cl)c(C(=O)NC2CCCC2)n1	1.0	0	-6	-0.4	2.2	-2	-4	1.8	-14	-2
Nc1cc(-c2cccc([N+](=O)[O-])c2)[nH]n1	-0.9	-2	-1	-2.6	3.8	-1	0	-1.5	-29	-12
Cc1cccc(N2CCN(C(=O)C3CCN(S(=O)(=O)N4CCOCC4)CC3)CC2)c1C	3.4	-5	14	-2.3	3.9	-5	-2	3.3	9	-6
COc1ccc(C(=O)NC2(C(F)(F)F)N=C3SCCN3C2=O)cc1 (stereo not drawn)	-0.2	-1	-5	-1.7	1.6	nt	-1	2.4	-7	9
Nn1c(COc2ccccc2)nnc1SCC(=O)O	5.5	4	6	-1.2	4.3	-3	1	3.0	0	-12
O=C(c1ccc(=O)oc1)N1CCN(c2ccc(F)cc2)CC1	0.3	-4	2	nt	2.8	nt	6	-1.8	nt	-11
CCOc1ccc(N(C(=O)CNS(=O)(=O)c2ccccc2)C(CC)C(=O)NCc2ccco2)cc1 (stereo not drawn)	-0.7	1	-5	-2.0	1.4	0	0	0.5	-12	-11
O=C(CCSc1ccccc1)Nc1ccc(OCc2ccccc2)cc1	4.5	4	-7	0.1	2.9	nt	-7	-0.1	17	9
COc1ccc(N(CC(=O)NCc2ccco2)S(=O)(=O)c2ccc(C)cc2)cc1OC	3.4	5	2	-1.2	3.8	-2	-1	0.3	9	-8
N#Cc1ccc(/C=N/NC(=O)c2cc(-c3cccs3)nc3ccccc23)cc1	3.5	3	8	-1.1	0.8	-6	1	-2.3	-7	-27
COc1cc(OC)cc(C(=O)NC(=S)Nc2ccc(Cl)c(C(=O)O)c2)c1	1.0	5	-4	-1.0	2.0	nt	3	1.5	-18	-4
CCOC(=O)C1=C(COC(=O)CSc2ccc(Br)cc2)NC(=O)NC1C (stereo not drawn)	3.0	-5	1	-0.4	3.1	0	2	1.8	8	-22
Cc1cc(NC(=O)CSc2nc(-c3cccnc3)ccc2C#N)no1	0.8	-2	-2	0.0	0.4	nt	0	-2.3	-8	9
O=C(NC1CCCCC1)c1cccc(OCc2ccccc2)c1	0.7	19	3	-1.0	3.5	-1	-5	2.9	3	5
CC(C)c1ccc(NC(=O)CNC(=O)Cn2ccc3ccccc3c2=O)cc1	5.4	1	8	-1.6	-0.3	0	-1	0.1	-15	-12
CCOC(=O)Nc1ccc2c(c1)C(=NO)c1ccccc1-2	nt	-5	11	-3.2	2.0	55*	2	nt	8	-10
CCOP(=O)(OCC)/C(=N/OC(=O)c1ccccc1C)C(N)=O	2.7	-8	-6	-0.5	3.1	-6	-1	1.9	-5	18
COc1ccc(C)cc1NC(=O)CCCNC(=O)Cn1cnc2sc(C)c(C)c2c1=O	3.2	8	0	-2.2	0.0	-1	-3	-0.4	-25	-13
CC1(C(=O)O)Oc2cccnc2NC1=O (stereo not drawn)	1.7	-1	-1	0.0	4.0	-5	3	0.0	-8	-16
Cc1ccc2cc(C=O)c(Cl)nc2c1	-0.5	-27	-9	-7.9	3.5	1	1	-0.3	-25	-7
Oc1ccc(CN2CCCCC2)nc1-c1ccccc1	1.8	-13	0	-0.5	2.2	-5	-1	1.4	-1	-7
O=C(CCN1C(=O)/C(=C/c2ccccc2Cl)SC1=S)NC1C=CS(=O)(=O)C1 (stereo not drawn)	-1.6	19	0	-1.5	0.5	1	8	-3.3	-7	-12
CCOC(=O)C1(Cc2ccc(Cl)cc2)CCN(CCCn2cccn2)CC1	0.2	2	-3	-0.9	2.1	-4	-4	1.2	-19	-4
Cc1ccc(C2SCC(=O)N2Cc2cn3ccsc3n2)o1 (stereo not drawn)	-0.2	0	-10	-0.8	2.4	nt	0	-3.6	19	-25
Cc1ccc(NC(=O)CSc2nnc3c(n2)[nH]c2ccccc23)cc1	0.7	1	-5	0.1	0.1	-5	0	-0.1	-27	-13
COc1ccc(C(=O)CN2CCN(S(=O)(=O)c3cccc([N+](=O)[O-])c3)CC2)cc1	4.4	2	3	-0.4	1.2	-3	1	-2.2	-9	-15
COc1ccccc1Cc1nc(-c2cccnc2)no1	4.8	-3	7	-0.9	2.2	38*	2	1.2	-6	-7
Cc1ccc(C(=O)Nc2cc(=O)n(C)c(=O)n2C)cc1C	-1.5	-2	3	-0.2	3.6	0	1	-0.3	-12	-9
O=C(c1ccc(F)c(S(=O)(=O)N2CCOCC2)c1)N(CCc1ccccc1)Cc1ccccc1	0.8	5	8	-1.8	0.5	-3	-2	-0.6	-36	2
The listing continues.
SMILES	AddAB inh	Rtt109 Vps75	Tat export inh	CAL PDZ FP	phage Ecoli inh	Wnt bcat act	DAGLB inhibitor	Ecoli viability	PfHsp90 yeast 2	PvdQ inh
COc1ccc(Cl)cc1NC(=O)CN(C(=O)c1ccco1)C1CCCCC1	0.0	4	2	-2.0	2.6	17	-3	-1.6	-36	-9
CCOC1C(=O)NC(=O)N1Cc1ccccc1 (stereo not drawn)	nt	-6	-10	-0.9	5.0	1	-2	nt	3	2
c1cc2cn[nH]c2cc1NC1CCCCCC1	1.4	6	-1	-0.9	0.6	nt	3	-3.2	4	-4
CSc1nc2sc3c(c2c(=S)[nH]1)CC(C)(C)OC3	nt	8	2	-1.4	-3.7	1	1	nt	-24	-5
Cc1cc(C)nc(NS(=O)(=O)c2ccc(NC(=O)NC3CCCCC3)cc2)n1	0.0	-6	8	-3.8	1.0	nt	2	-1.5	nt	11
COc1ccccc1CC1S/C(=N/N=C/c2ccco2)NC1=O (stereo not drawn)	2.6	6	-22	-1.9	2.6	0	-3	2.2	-9	-15
O=C(CSc1nnc2c(Cl)cc(Cl)cn12)N1CCOCC1	0.3	7	8	1.1	nt	0	-2	0.7	-13	-15
Cc1ccc(NC(=S)c2ccncc2)cc1	1.2	-14	-1	0.2	0.9	1	2	-1.6	-3	-3
